Screening results (PubChem BioAssay)
Polio RdRp inh – inhibitors of poliovirus RNA polymerase binding and polymerization; P03300; poliovirus polymerase elongation, fluorescence polarization; active compounds read low; % elongation, % (compound at 16.7 µg/mL); actives 0.66% (n = 150,000); AID 588519; in the data active = % elongation below about 90%; note: some results filed as inactive read as strong as hits
Target sequence (P03300 1749-2209 limits assumed): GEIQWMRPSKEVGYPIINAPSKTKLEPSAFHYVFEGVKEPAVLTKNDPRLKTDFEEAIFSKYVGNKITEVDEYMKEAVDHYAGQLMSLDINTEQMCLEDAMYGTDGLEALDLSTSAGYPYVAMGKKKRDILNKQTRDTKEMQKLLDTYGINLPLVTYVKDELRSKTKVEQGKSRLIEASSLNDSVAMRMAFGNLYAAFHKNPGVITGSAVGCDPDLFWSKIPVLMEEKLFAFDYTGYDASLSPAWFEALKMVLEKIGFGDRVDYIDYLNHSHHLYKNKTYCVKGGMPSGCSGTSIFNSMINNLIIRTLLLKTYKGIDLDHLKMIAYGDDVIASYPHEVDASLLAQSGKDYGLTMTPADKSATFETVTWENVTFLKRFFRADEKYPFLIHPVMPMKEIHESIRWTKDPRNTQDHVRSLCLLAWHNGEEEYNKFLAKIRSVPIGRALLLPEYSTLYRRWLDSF
Polio RdRp inh FP z-score – second read-out of Polio RdRp inh, no call of its own (marks repeat the call); z-score; measured here: FP z-score; hits read low
* hit, by the source's call; & = joins results of further samples.

Screens in order: Polio RdRp inh	Polio RdRp inh FP z-score
O=C(COC(=O)CSc1ccc(Cl)cc1)Nc1ccc2[nH]c(=O)[nH]c2c1
  97.0	-0.6
COc1ccc(CCn2cnn3c(=O)c4ccccc4nc3c2=O)cc1OC
  103.0	-0.1
CC(=O)Nc1cc(C(=O)NCCN2C(C)CCCC2C)ccc1Sc1ccc(C)cc1 (stereo not given)
  102.0	0.2
CCC(=O)Nc1cccc(NC(=O)c2cc(OC)cc(OC)c2)c1
  100.0	0.1
O=C(Nc1ccc(Cl)cc1)N1N=C2c3ccccc3CCC2C1c1cccs1 (stereo not given)
  104.0	0
CCOC(=O)N1CCC2(CC1)OC(=O)C(C)=C2C(=O)NCc1cccc(F)c1
  112.0	1
COc1nc2nonc2nc1OC
  102.0	0
CCCSc1ncc(Cl)c(C(=O)Nc2scc(-c3ccc(C)cc3)c2C(=O)OCC)n1
  111.0	1.2
O=C(CC1CCCC1)NCCc1cn2ccccc2n1
  103.0	0.4
O=C(C[C@H]1NC(=O)[C@@H]2CCCN2C1=O)OCc1ccccc1
  103.0	0.3
Cc1ccc(NC(=O)Cn2c(CCC(=O)O)ccc2-c2cccs2)cc1Cl
  107.0	0
CCCn1c2ccccc2c2cnn(CC(=O)N3CCCC(C)C3)c(=O)c21 (stereo not given)
  108.0	0.4
O=c1oc2c3c(ccc2c2ccccc12)OCN(Cc1ccccc1)C3
  102.0	-0.2
Cc1[nH][nH]c(=O)c1CCCOc1ccccc1
  107.0	0.6
CN(C)C(=O)COc1ccc2c3c(c(=O)oc2c1)CCC3
  102.0	0.1
Cc1ccn2c(=O)c(C(=O)NCCc3ccc(S(N)(=O)=O)cc3)c(O)nc2c1
  102.0	-0.7
O=C(CCS(=O)(=O)c1cc(Br)cc2c1N(C(=O)C1CC1)CC2)N1CCN(c2cccc(Cl)c2)CC1
  105.0	-0.2
Cc1ccccc1-c1nc(CN2CCC(C(=O)NCc3ccco3)CC2)c(C)o1
  104.0	1
CCSc1nnc(NC(=O)CCc2nc3ccccc3s2)s1
  99.0	-0.7
CCCCC1=NN(C(=O)C2CC2)C(O)(C(F)(F)F)C1 (stereo not given)
  103.0	0.2
O=C(Nc1ccc(C(=O)N2CCOCC2)cc1)c1ccc2c(c1)OCO2
  101.0	0.1
O=C(O)C1CC=CCC1C(=O)N1CCCC1 (stereo not given)
  107.0	1.1
CCOC(=O)c1ccc(S(=O)(=O)Nc2nn3cnnc3s2)cc1
  98.0	-0.5
CC(C)NC(=O)c1nn(-c2ccccc2F)nc1CO
  104.0	-0.5
CC(C)Oc1ccc(NC(=O)c2cc3ccccc3o2)cc1
  106.0	-0.7
O=S(=O)(c1ccc(Cl)cc1)N1CCC(c2ccncc2)CC1
  107.0	0.2
O=C(Nc1cccc2ccccc12)N1CCC(n2c(=O)[nH]c3ccccc32)CC1
  106.0	1.6
CCc1cccc(C)c1NC(=O)CN1C(=O)c2c(c3ccccc3n2C)C1c1ccc(OC)cc1 (stereo not given)
  104.0	-0.3
COc1ccc(-c2nc3ccccc3o2)cc1NC(=O)c1cc(Br)ccc1OC
  109.0	0.5
CN(C)S(=O)(=O)c1ccc(C(=O)NCc2ccccn2)cc1
  103.0	0
O=C(NCc1ccncc1)/C(=C/c1ccc(Cl)cc1)c1ccc(F)cc1
  102.0	0.1
CCc1sc(Nc2cccc(Cl)c2)nc1-c1cc2cccc(OC)c2oc1=O
  109.0	0.4
COc1ccc(CCC(=O)N2C(=O)c3cccc(N)c3C2=O)cc1OC
  102.0	0.1
O=C(Nc1ccc(Cl)cc1Cl)C1CC(=O)N(C2CCCCC2)C1 (stereo not given)
  105.0	0.2
COc1cccc(OC)c1C(=O)N1CCN(Cc2ccccc2F)CC1
  99.0	-0.5
COc1ccc(CNC(=O)CSc2nc(-c3ccc(OC)c(OC)c3)cc(C(F)(F)F)n2)cc1
  102.0	-0.4
Cc1cccc(NNC(=O)C2CCCCC2)c1
  105.0	0.2
CCCN(Cc1nnc(-c2ccccc2Cl)o1)C(=O)c1ccc2[nH]c(C)c(C)c2c1
  108.0	0.7
COC(=O)c1cc(S(=O)(=O)/C=C/c2ccccc2)c(Cl)cc1Cl
  103.0	0.2
O=C(NCCN1C(=O)S/C(=C\c2cccnc2)C1=O)c1cccs1
  100.0	-0.6
COc1ccccc1C1c2c(-c3ccc(Cl)cc3)n[nH]c2C(=O)N1c1ccc(C)cc1 (stereo not given)
  113.0	1.4
COc1ccc(CN(Cc2cccs2)C(=O)c2ccccc2-n2cnnn2)cc1OC
  97.0	-0.9
Cc1ccc2nc3c(cc(C#N)c(=O)n3-c3nnc(SCc4ccc(F)cc4)s3)c(=O)n2c1
  104.0	-0.5
NC(=O)c1c(Nc2nc3c(F)cccc3s2)sc2c1CCCC2
  116.0	9
NC(=O)CSc1nnc(-c2c[nH]c3ccccc23)n1CC1CCCO1 (stereo not given)
  106.0	0.3
CCOc1cccc(C2c3[nH]c4ccccc4c3CCN2C(=O)Cc2cccc(OCC)c2OCC)c1 (stereo not given)
  108.0	1.1
NC(=O)CSc1ncc2c(n1)-c1ccccc1N(Cc1cccc(F)c1)S2(=O)=O
  110.0	0.3
CN1/C(=C\C(=O)C2CCCCC2)C(C)(C)c2ccccc21
  103.0	0.5
CC(O)c1nc2ccccc2n1C(=O)c1ccc(OCc2ccccc2)cc1 (stereo not given)
  102.0	0.1
CCc1[nH]nc2c1C1(C(=O)Nc3ccc(Cl)cc31)C(C#N)=C(N)O2 (stereo not given)
  102.0	0.3
Cc1cccc(N2C(=O)CC(c3cn(C)c4ccccc34)C2=O)c1 (stereo not given)
  98.0	-1.1
CCOc1ccc(N(CC)C(=O)COc2cc(=O)n(CC)c3ccccc23)cc1
  103.0	0.5
COc1ccc(CC(C)(N)C(=O)O)cc1OC (stereo not given)
  110.0&101.0	0.7&0.9
Cc1ccc(CNC(=O)CCCN2C(=O)c3cccnc3Oc3ccc(Cl)cc32)cc1
  107.0	0.3
CC(C)C(=O)Nc1ccc2nc(SCCOc3ccccc3)sc2c1
  105.0	-0.5
Cc1ccc(C(=O)CCc2nc3ccccc3s2)cc1C
  104.0	0.1
O=C(Cc1ccccc1)NC1CCS(=O)(=O)C1 (stereo not given)
  103.0	0.4
CCOC(=O)N1CCC(NC(=O)c2ccc3c(c2)N(Cc2ccccc2)C(=O)c2ccccc2S3=O)CC1 (stereo not given)
  100.0	-0.8
C=C1C[C@]23C[C@@]1(O)CC[C@H]2[C@@]12C=C[C@H](O)[C@@](C)(C(=O)O1)[C@H]2[C@@H]3C(=O)O
  100.0	0.4
Cc1cccc(-c2nc(Cn3c(SCc4cc(C)ccc4C)nc4ccncc43)c(C)o2)c1
  109.0	0.8

Continuation:
Screens in order: Polio RdRp inh	Polio RdRp inh FP z-score
c1ccn2c(CNC3CC4CC3C3CCCC43)nnc2c1 (stereo not given)
  101.0	-0.1
COc1ccc2c(c1)-c1nc(NC(=O)c3cc(Cl)ccc3OC)sc1CC2
  104.0	0
Cc1cccc(N2CCN(C(=O)Nc3ccccc3F)CC2=O)c1C
  100.0	-0.6
COCC(C)n1c(SCc2nc3ccccc3c(=O)[nH]2)nc2ccccc2c1=O (stereo not given)
  104.0	0
c1ccc(-c2csc(-c3ccc4c(c3)OCCO4)n2)cc1
  101.0	-0.2
Cc1ccc(NC(=O)C2CCCN2S(=O)(=O)c2ccc3nc(-c4ccccc4)[nH]c3c2)cc1C (stereo not given)
  103.0	-0.7
O=c1[nH]ncc(NCc2ccccc2)c1Cl
  102.0	-0.1
COc1cc2c(cc1OC)CN(C(=O)/C=C/c1ccc(OCc3c(C)noc3C)c(OC)c1)CC2
  101.0	-0.1
CC(/C=C1\SC(N(C)c2ccc(O)cc2)=NC1=O)=C\c1ccccc1
  102.0	0.2
COc1ccc2[nH]c(=O)c(CN(C)S(=O)(=O)c3ccc(C)cc3)cc2c1
  104.0	0.7
O=C(CCCC(=O)Nc1cccc2ccccc12)Nc1cccc2ccccc12
  105.0	0.2
CC1(C)CC2CC(C)(CN2CC(O)COCc2ccccc2F)C1 (stereo not given)
  103.0	0.3
O=c1[nH]c(CN2CCN(CC3CCCO3)CC2)nc2cc(-c3ccc(Cl)cc3)sc12 (stereo not given)
  97.0	-0.8
c1nc(NCc2ccc3c(c2)OCO3)c2nc3n(c2n1)CCCCC3
  102.0	0
CCCSc1nc2cc(C)c(C)cc2[nH]1
  103.0	0.3
CCn1c(CNC(=O)C23CC4CC(CC(C4)C2)C3)nnc1SCC(=O)Nc1ccc(F)cc1
  102.0	-0.1
NC(=O)NC(=O)COc1ncnc2ccccc12
  102.0	-0.1
CSC(=CC(=O)c1ccc(Cl)cc1)SC
  101.0	0
Cc1noc(C)c1CN1CCN(CC(=O)Nc2ccc(Cl)c(C(F)(F)F)c2)CC1
  97.0	-0.9
O=C1/C(=C/Nc2cccnc2)S(=O)(=O)N(Cc2ccccc2)c2ccsc21
  101.0	-0.3
Nn1c(SCC(=O)N2CCCc3ccccc32)nnc1-c1ccccc1
  104.0	1
O=C(Nc1ccccc1)c1ccc(F)cc1
  102.0	0.2
COC(CNC(=O)c1ccc(/C=C2/Sc3ccccc3N(Cc3cccc(C)c3)C2=O)cc1)OC
  104.0	1.1
CN(Cc1ccccc1)C(=O)c1cn(C)c2ccc(S(=O)(=O)N3CCCCC3)cc2c1=O
  97.0	-1.3
CC1=C(C#N)C(=O)NC(C)(C)C1
  101.0	-0.3
CSc1ccc(CCNC(=O)C2CCCN(c3nnc(-n4cccc4)s3)C2)cc1 (stereo not given)
  102.0	0.2
CCCCn1nc(C)c(C(=O)N2CCN(Cc3ccc(OC)c(F)c3)CC2)c1Cl
  103.0	-0.1
COc1ccc(Br)cc1COC(=O)C1c2ccccc2Oc2ccccc21
  105.0	0.4
CCC(OC(=O)c1cc2sccc2n1C(C)C)C(=O)NCc1ccc(OC)cc1 (stereo not given)
  103.0	0.4
Cc1[nH]n(C)c(=O)c1N=Nc1c(Cl)cc(C(F)(F)F)cc1Cl
  104.0	0.8
N#CSCCCOc1ccc2ccccc2c1
  98.0	-0.9
COCCn1cnc2c1c(=O)n(CC(O)c1ccccc1)c(=O)n2CC(C)C (stereo not given)
  97.0	-0.5
CCCC[C@@H](C=O)NC(=O)[C@H](CC(C)C)NC(=O)[C@H](CC(C)C)NC(C)=O
  103.0&102.0	0.7&0.4
Cc1occc1-c1nnc(SCC(=O)N(CCc2ccccc2)Cc2ccccc2)n1N
  104.0	0.1
Cc1ccc(C(=O)c2coc3ccc(O)cc23)o1
  107.0	0.5
Cc1cc(=O)oc(C)c1C(=O)NC1CCCc2ccccc21 (stereo not given)
  103.0	0.5
O=C(NCc1ccc(F)cc1)c1ccc(Cn2c(SCc3ccc(F)cc3)nc3cccnc32)cc1
  109.0	-0.3
Cc1ccc(C)c(OC2=NS(=O)(=O)c3ccccc32)c1
  104.0	0.4
NNC(=O)CNC(=O)c1ccc2c(c1)OCO2
  101.0	-0.1
Cc1c(NC(=O)NCc2cccnc2)sc2nc3n(c(=O)c12)CCC(C)CC3 (stereo not given)
  105.0	1.7

Five entries drawn at random from those above:
Screens in order: Polio RdRp inh	Polio RdRp inh FP z-score
CC(/C=C1\SC(N(C)c2ccc(O)cc2)=NC1=O)=C\c1ccccc1
  102.0	0.2
CC(C)Oc1ccc(NC(=O)c2cc3ccccc3o2)cc1
  106.0	-0.7
COc1ccc(CCn2cnn3c(=O)c4ccccc4nc3c2=O)cc1OC
  103.0	-0.1
CCCSc1ncc(Cl)c(C(=O)Nc2scc(-c3ccc(C)cc3)c2C(=O)OCC)n1
  111.0	1.2
Cc1ccccc1-c1nc(CN2CCC(C(=O)NCc3ccco3)CC2)c(C)o1
  104.0	1

(more compounds)
Screens in order: Polio RdRp inh	Polio RdRp inh FP z-score
CC(C)CCNS(=O)(=O)c1ccc(-c2ccc(S(=O)(=O)NCCC(C)C)cc2)cc1
  102.0	0
CCc1ccc(N(CC)C(=O)Cn2nc(Cc3cccnc3)c3ccccc3c2=O)cc1
  107.0	0.7
Cc1ccc(NC(=O)c2cc(C(C)C)[nH]n2)cc1
  103.0	0.4
NS(=O)(=O)c1ccc(CCNCc2ccc3c(c2)OCO3)cc1
  102.0	0.2
CCOC(=O)c1c(NC(=O)c2ccc(S(=O)(=O)N3CCC(C)CC3)cc2)sc2c1CCN(CC)C2
  102.0	-0.8
CCN(CC)C(=O)C1(P(=O)(c2ccccc2)c2ccccc2)CC1
  104.0	0.2
CCCCN(C(=S)Nc1ccc(C)cc1)C1CCN(C(C)=O)CC1
  101.0	0.1
COc1ccc(-c2cc(C(F)(F)F)nc(N3CCCCCC3)n2)cc1
  103.0	0.4
c1ccc(CCNc2nc3ccccc3[nH]2)cc1
  100.0	-0.1
COc1ccccc1Nc1sc(C(=O)c2ccc(F)cc2)c(N)c1S(=O)(=O)c1ccc(C)cc1
  112.0	1.5
OCC(O)/C=N/Nc1nc(Nc2ccccc2)nc(N2CCCCC2)n1 (stereo not given)
  100.0	0.2
CCc1ccc(S(=O)(=O)c2cn(CC(=O)Nc3ccc(F)c(Cl)c3)c3ccccc3c2=O)cc1
  116.0	2
Cc1cc(C)n(-c2cc(C(=O)O)ccc2C)n1
  104.0	1.2
NCCSC(=S)NC1CCCCCCC1
  92.0	-1.5

This is a subset. The share of hits here may be higher or lower than overall.
